Screening data (PubChem BioAssay)
MC4R ag barr: human MC4R agonism via beta-arrestin; P32245; hit rate 0.98% among 360,000; U2OS MC4R beta-arrestin complementation, luminescence; percent of melanotan II response, DMSO zero; activation, % at 8.9 µM; AID 540308;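 active means activation above a per-plate cutoff, the mean activation of sample wells on that plate plus 3 SD, cut at about 8% in these data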
Granule exo inh: lytic granule exocytosis inhibition; TALL-104 LAMP-1 surface exposure, flow cytometry; cells stimulated with thapsigargin and PMA; inhibition, % at 10 µM; hit rate 0.66% among 360,000; AID 651702;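 active means inhibition above about 55%, limit read from the data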
m5-HT2A agonist: activates the mouse 5-HT2A serotonin receptor; AID 624169; CHO-K1 mHTR2A beta-arrestin complementation, luminescence; percent of 30 µM serotonin response; P35363; hit rate 0.66% among 360,000; activation, % at 7.6 µM;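 active means activation above a run cutoff, the mean activation of all tested compounds plus 3 SD, cut at about 14% in these data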;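 further: 0% = plate median of compound wells and 100% = 30 µM serotonin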
aDG glyco up: alpha-DG glycosylation activation | activation, % at 10 µM | hit rate 0.22% among 360,000 | Pro5-aDG cells, alpha-DG glycosylation AlphaScreen (IIH6); 0% Pro5, 100% B10-LARGE cell signal;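 active means activation of at least 8% versus controls, or a plate z-score of at least 8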;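 further: Pro5 are CHO cells carrying HIG-tagged alpha-DG that lacks glycosylation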
H9c2 protect: myocardial damage modulation in H9c2 cells; H9c2 cardiomyocytes, H2O2 injury protection, ATPLite, 2 h; protection from H2O2 cell death, % at 20 µM; hit rate 0.63% among 360,000;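 active means compounds giving at least 50% protection of heart cells from peroxide-induced death in the single-dose screen, raw or plate-pattern-corrected value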;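 further: 0% = DMSO wells with peroxide and 100% = DMSO wells without peroxide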
iPSC survival up: increases survival of single human iPS cells; hiPSC single-cell survival, ATPlite luminescence; 100% = ROCK inhibitor wells, 0% = DMSO; AID 602274; survival enhancement, % at 20 µM; hit rate 0.044% among 360,000; in the data active means survival enhancement above about 18%;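 further: cells exposed to compounds for 16 hours before the ATP read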
ABHD5-PLIN5 inh: blocks binding of human ABHD5 to perilipin-5; hit rate 0.78% among 360,000; inhibition, % at 4 µM; Split G. princeps luciferase complementation, luminescence, 4 h; AID 602281;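 active means inhibition above the mean inhibition across every tested compound plus 3 SD, cut at about 22% in these data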;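 further: 0% = DMSO only wells and the 100% control is not disclosed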
Target sequence (Q00G26 whole entry, looked up): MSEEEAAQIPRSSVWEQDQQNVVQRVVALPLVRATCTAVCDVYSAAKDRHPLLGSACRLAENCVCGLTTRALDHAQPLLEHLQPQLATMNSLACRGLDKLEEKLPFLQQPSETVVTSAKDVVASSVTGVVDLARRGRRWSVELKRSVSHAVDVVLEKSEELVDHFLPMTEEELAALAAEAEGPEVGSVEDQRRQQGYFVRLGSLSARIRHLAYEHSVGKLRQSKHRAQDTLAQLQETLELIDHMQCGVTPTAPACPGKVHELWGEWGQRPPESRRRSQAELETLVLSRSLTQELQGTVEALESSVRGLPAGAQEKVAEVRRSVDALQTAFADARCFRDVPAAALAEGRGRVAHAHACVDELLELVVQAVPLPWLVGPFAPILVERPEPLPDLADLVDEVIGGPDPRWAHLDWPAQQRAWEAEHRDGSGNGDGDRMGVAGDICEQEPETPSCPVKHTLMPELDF
Target sequence (Q8WTS1 whole entry, looked up): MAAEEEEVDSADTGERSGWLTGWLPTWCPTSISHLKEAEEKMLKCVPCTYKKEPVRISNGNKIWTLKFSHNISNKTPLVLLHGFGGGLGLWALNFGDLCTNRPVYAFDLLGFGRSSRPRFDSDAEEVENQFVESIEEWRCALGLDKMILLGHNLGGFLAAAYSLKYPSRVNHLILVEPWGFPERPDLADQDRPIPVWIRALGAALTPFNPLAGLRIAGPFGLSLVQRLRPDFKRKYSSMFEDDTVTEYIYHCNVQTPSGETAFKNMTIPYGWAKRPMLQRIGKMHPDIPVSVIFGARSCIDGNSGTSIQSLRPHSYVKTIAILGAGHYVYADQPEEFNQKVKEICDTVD
MC4R antagonist: human MC4R antagonism in cAMP assay; MC4R-expressing cells, MTII-stimulated cAMP, LANCE TR-FRET; hit rate 0.48% among 360,000; P32245; inhibition, % at 6.5 µM;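 active means inhibition above its plate's cutoff, the mean of tested wells on that plate plus 3 SD, cut at about 29% in these data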;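 further: 0% = Melanotan II alone and 100% = Melanotan II plus saturating MCL0020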
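Material: U2OS-MC4R stable cell line | Reagent: Melanotan II challenge after compound preincubation | Doses: One concentration, 6.5 µM nominal | Incubation: 30-min compound preincubation, 1-h Melanotan II challenge, 1-h detection, room temperature | Signal: TR-FRET cAMP assay | Replicates: One well per compound, no replicates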
N-glyco inh: blocks N-linked glycosylation in D54 reporter cells. D54 ERlucT glycosylation luciferase reporter, 24 h; percent of 100 nM tunicamycin response. AID 588692. hit rate 0.23% among 360,000. reporter increase, % at 12.5 µM;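 active means mean luciferase reporter signal, scaled so untreated is 0 and the glycosylation-blocking control 100, at or above a set limit in every replicate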;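 further: luciferase carries N-glycosylation sites so blocking glycosylation raises the light; 0% = median of neutral control wells and 100% = median of 100 nM tunicamycin wells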
ABCB6 inh 2: human ABCB6 transporter inhibition; Q9NP58; K562-ABCB6 porphyrin accumulation, flow cytometry, 1 h; hits give low values; fluorescence ratio to DMSO, % at 10 µM; hit rate 0.19% among 360,000; AID 602162;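 active means fluorescence ratio to DMSO below 75%, the collection mean minus 3 SD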;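 further: signal is porphyrin accumulated inside mitochondria; 100% equals median channel fluorescence of DMSO control wells; lower ratio means ABCB6 inhibition with less porphyrin fluorescence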
* hit, by the source's call; · = no result given.

SMILES	MC4R ag barr	Granule exo inh	m5-HT2A agonist	aDG glyco up	H9c2 protect	iPSC survival up	ABHD5-PLIN5 inh	MC4R antagonist	N-glyco inh	ABCB6 inh 2
Cc1cccc(C(=O)Nc2cccc(C(=O)N/N=C/c3ccncc3)c2)c1	0.2	-5	-5	0.3	24	1.1	2	6	-1	97
COCCn1c(N)c(C(=S)NC(=O)c2cccs2)c(=O)[nH]c1=O	1.7	-6	2	-0.1	22	-0.4	-2	24	3	104
O=C1NC2(CCCCC2)N=C1c1ccc(Br)cc1	0.0	0	2	0.0	6	-0.9	-2	1	-1	96
CCOC(=O)/C(C#N)=C/N=c1ccc(C)cn1C	-1.8	-2	13	0.0	-1	-0.1	0	3	-1	95
C[C@H](CO)N1C[C@H](C)[C@@H](CN(C)Cc2ccc(C(=O)O)cc2)Oc2ncc(-c3ccc(C(=O)N(C)C)cc3)cc2C1=O	-0.5	0	4	-0.3	-2	3.2	2	-3	0	103
CCOC(=O)c1c(C)n(-c2ccc(C)cc2)c2ccc(OCC(O)CNCCCO)cc12 (stereo not drawn)	2.7	2	-7	-1.1	-33	-3.5	12	2	-5	101
Cc1nn(-c2ccccc2)c2c1C(O)CC(C)(C)C2 (stereo not drawn)	1.1	1	-2	0.0	-3	0.1	6	1	1	98
Cc1ccc(-c2nnn(CC(=O)N(CC(=O)NC3CCCC3)c3ccc(F)c(Cl)c3)n2)o1	10*	19	6	-0.1	2	0.8	1	6	0	96
O=C(c1nn(-c2ccccc2)c(=O)c2ccccc12)N1CCN(c2ccccn2)CC1	-1.6	2	-3	0.3	6	-1.2	1	6	1	104
COC(=O)c1ccc(NC(=S)NC2CC(C)(C)NC(C)(C)C2)cc1	-0.6	15	1	0.1	8	-1.6	7	3	1	103
CCOC(=O)/C(N)=C/c1ncc(C(F)(F)F)cc1Cl	1.9	8	-3	0.0	-6	-0.2	-2	-2	0	93
CN(C)Cc1nc2ccccc2c(=O)n1CC#N	-2.5	1	2	0.1	6	0.4	-2	-1	3	101
O=C(CCCCCCCCCCC(=O)NCc1cccnc1)NCc1cccnc1	-0.9	-1	6	0.1	-4	0.6	2	9	-1	98
CSc1ccccc1NC(=O)CN(C)C(C)C(=O)Nc1ccc(C#N)cc1 (stereo not drawn)	-3.1	-3	-2	1.1	-4	-0.5	-4	1	-3	96
CCCCNC(=S)NNC(=O)c1csc(C)c1	0.5	1	-1	0.0	-10	3.4	-5	1	-1	100
Cc1ccc(O)c(NC(=O)C2CC(c3c(F)cccc3Cl)=NO2)c1 (stereo not drawn)	0.5	-6	0	0.0	3	1.9	-8	14	5	97
Cc1cc(=O)oc2cc(Oc3ncccc3[N+](=O)[O-])ccc12	-3.2	-4	-1	-0.9	-2	3.2	4	12	7	96
CC(C)CCNC(=O)NC(=O)COC(=O)/C=C/c1cc(Br)ccc1F	2.6	4	1	-0.4	2	-1.3	-1	11	2	93
CCCCCCCCN1C(=O)[C@H](CC(=O)N2CCN(C(=O)OCC)CC2)C[C@@]2(C(=O)OC)CCCCC=C12	·	5	-4	0.1	·	-0.5	5	·	·	96
CCOC(=O)N1C=CC(C)=C[C@@H]2[C@@H](N3C(=O)c4ccccc4C3=O)C(=O)N21	-1.6	-5	-4	-0.3	11	1.5	5	7	0	104
CC(C)N(C(=O)COc1ccc(Br)cc1Cl)C(C)C	-1.4	2	-6	0.1	-4	1.6	-14	-1	-3	97
Nn1c(Cc2cccc3ccccc23)nnc1SCC(=O)N1CC(=O)Nc2ccccc21	3.6	-6	4	0.1	6	-4.4	-7	4	2	107
CC(/C=C/c1ccccc1)=N\NC(N)=S	-0.5	1	1	0.8	4	-2.5	-8	-5	5	89
Nc1c(C(=O)CSc2ccccn2)c(=O)[nH]c(=O)n1C1CC1	-1.0	1	5	-0.1	17	1.3	-6	9	1	101
O=C(CC1C(=O)NCCN1Cc1cccc(Oc2ccccc2)c1)NCCCn1cccn1 (stereo not drawn)	-2.6	5	-7	0.0	3	-1.2	-4	-4	-1	109
Cc1cc(C)nc(NNC(=O)NC2CCCCC2)n1	-1.4	-3	1	1.8	-1	-0.8	-7	3	1	101
CC(OC(=O)c1ccco1)C(=O)NCc1cccs1 (stereo not drawn)	4.1	0	3	0.1	2	-2.9	6	-4	2	101
COc1ccc(NC(=O)CN2C(=O)CSc3ncccc32)cc1	1.1	14	-2	0.1	-3	1.0	3	3	1	100
Fc1ccc(-c2nnc(SCc3ncc(-c4ccccc4)o3)n2CC2CCCO2)cc1 (stereo not drawn)	-1.6	-2	-5	-0.2	1	-1.4	-3	1	-1	86
CCC(c1nnnn1Cc1ccc2c(c1)OCO2)N1CCN(c2ccc(OC)cc2)CC1 (stereo not drawn)	1.5	-3	-3	0.6	2	-1.5	17	0	-1	90

Full records as entered above. Values in the order: MC4R ag barr | Granule exo inh | m5-HT2A agonist | aDG glyco up | H9c2 protect | iPSC survival up | ABHD5-PLIN5 inh | MC4R antagonist | N-glyco inh | ABCB6 inh 2
Cc1cccc(C(=O)Nc2cccc(C(=O)N/N=C/c3ccncc3)c2)c1 is listed as 0.2 | -5 | -5 | 0.3 | 24 | 1.1 | 2 | 6 | -1 | 97
Nc1c(C(=O)CSc2ccccn2)c(=O)[nH]c(=O)n1C1CC1 is listed as -1.0 | 1 | 5 | -0.1 | 17 | 1.3 | -6 | 9 | 1 | 101
Fc1ccc(-c2nnc(SCc3ncc(-c4ccccc4)o3)n2CC2CCCO2)cc1 (stereo not drawn) is listed as -1.6 | -2 | -5 | -0.2 | 1 | -1.4 | -3 | 1 | -1 | 86
O=C(c1nn(-c2ccccc2)c(=O)c2ccccc12)N1CCN(c2ccccn2)CC1 is listed as -1.6 | 2 | -3 | 0.3 | 6 | -1.2 | 1 | 6 | 1 | 104
Cc1cc(=O)oc2cc(Oc3ncccc3[N+](=O)[O-])ccc12 is listed as -3.2 | -4 | -1 | -0.9 | -2 | 3.2 | 4 | 12 | 7 | 96

Other results.
SMILES	MC4R ag barr	Granule exo inh	m5-HT2A agonist	aDG glyco up	H9c2 protect	iPSC survival up	ABHD5-PLIN5 inh	MC4R antagonist	N-glyco inh	ABCB6 inh 2
CCNS(=O)(=O)c1ccc2nc(NC(=O)c3cccnc3)sc2c1	-1.8	-2	10	-0.1	-6	-2.6	-2	1	1	102
COC(=O)[C@@H]1C[C@@H]2CC[C@@H](O)C[C@@H]2N1Cc1ccccc1OS(=O)(=O)c1ccc(C)cc1	-0.4	2	-1	0.0	8	-1.0	2	3	3	117
Cn1cncc1C#Cc1ccc2cc(C(C)(C)O)oc(=O)c2c1	1.6	-4	3	-0.3	2	0.8	4	-6	0	100
COc1ccc(C)cc1Nc1c2c(nc3ccccc13)CCC2	-2.2	36	0	-0.1	-13	-0.1	1	-16	10	95
Cc1ccc(SCCn2nc(C(=O)O)c3ccccc3c2=O)cc1	2.5	-5	2	0.1	24	0.8	-4	15	1	92
Cc1ccc(C(=O)NCC(=O)NC2CCCC2)cc1	0.6	1	0	-0.1	-7	-0.1	-1	19	2	97
CC(=Nc1ccccc1)C1=C(O)C(Cc2cccc(F)c2)NC1=O (stereo not drawn)	-1.4	4	0	0.1	9	-1.4	-6	-23	7	104
C#CCOCCOCCOCCNc1nc(N2CCN(C(=O)[C@H](C)n3cc(CCC(=O)O)nn3)CC2)nc(N2CCN(C(=O)[C@H](C)n3cc(CCC(=O)O)nn3)CC2)n1	-1.2	-5	2	-0.1	-1	-1.7	-4	-1	2	102
CC(C)CC1c2[nH]c3ccccc3c2CCN1C(=O)CCC(=O)N(C)C (stereo not drawn)	-5.2	-1	-3	-0.2	-8	-0.9	4	3	2	100
Oc1ccccc1CNc1ccc(Br)cn1	49*	3	3	0.4	-25	-3.0	-5	-4	7	103
COCCCN1C(=O)C(CC(=O)NC2CC2)CC(C(=O)N(C(C)C)C(C)C)=C1C (stereo not drawn)	·	-3	2	-0.4	4	-0.2	-7	·	3	101
N#Cc1cnn2c1nc(N1CCCCC1)c1ccccc12	5.1	-3	1	0.3	-2	0.0	3	3	-10	98
COc1c(C=NNC(N)=O)c(OC)c(OC)c2c1CCO2	-0.9	-3	4	-0.1	-1	0.3	-5	6	0	99
CC(C)(CO)NC(=O)C(Cc1ccccc1)N1C(=O)c2ccccc2C1=O (stereo not drawn)	-1.8	-3	1	-0.1	6	-0.7	0	12	3	94
COc1ccc(-c2cn3cccnc3n2)cc1Br	0.1	8	2	0.3	6	-1.2	2	-1	0	100
Cc1c(C(=O)N2CCCCC2)sc(NC(=O)c2ccco2)c1C#N	1.3	0	6	-0.1	-7	4.9	10	13	2	104
O=C(CCCCCN1C(=O)c2ccccc2C1=O)NCCc1nc2ccccc2[nH]1	-0.7	-4	-3	-0.2	-2	2.9	-2	14	-2	89
CC1(c2ccc(OC(F)F)cc2)NC(=O)N(CC(=O)NC2CCCCC2)C1=O (stereo not drawn)	-1.4	5	0	-0.1	-2	-0.5	7	11	2	102
CCCOC(=O)c1ccc(Nc2cc(C)nc3ncnn23)cc1	-0.1	7	1	0.2	10	1.2	8	2	3	97
CC(C)(C)c1cc(NC(=O)c2ccc(OC3CCCC3)cc2)no1	-3.0	7	4	0.8	-11	5.7	1	0	-2	97
COc1cc(C)c(NC(=O)c2cc(C3CC3)nc3c2cnn3C(C)C)cc1OC	-2.7	-7	-3	0.0	3	0.2	-12	-8	3	96
CN(C)S(=O)(=O)c1cccc(NC(=S)N/N=C/C(c2ccccc2)c2ccccc2)c1	-1.2	4	-4	-0.4	0	-2.2	-11	15	0	99

This is a random part of the collection; 4.5% or so of the library scored in one or more.
